# MT stabilize HCS – microtubule stabilization, imaging screen | HeLa tubulin immunostaining HCS, 24 h; share of cells brighter than vehicle mean+2SD | % tubulin-high responders, % at 10 µM | 200,000 compounds, 0.83% hits;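 active = plate Z-score above 3 for both tubulin-high and condensed-nucleus cell shares, with cell loss under 80%, at 10 µM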;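 note: anti alpha tubulin signal scored within the nucleus-defined area of each cell; some results filed as inactive read as strong as hits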
# TNAP activation fold – stimulation of alkaline phosphatase TNAP activity – biochemical, luminescent, no phosphate acceptor, uHTS, primary screen (AID 1001); purified TNAP, luminescent activation assay, no phosphate acceptor; higher activation fold means a stronger effect; one-dose activation fold at 20 µM; EC50 in µM for titrated hits; 200,000 compounds, 0.03% hits; in the data active = activation fold from about 3, or a potency from the dose series; inactive = the rest, 99 in 100 with activation fold below about 1.6; note: many of its hits are not listed in these tables
# PMI inhibitors – inhibitors of human PMI, primary screen, biochemical, fluorescence intensity, coupled assay (AID 1209). one-dose inhibition, % at 20 µM; IC50 in µM for titrated hits. 190,000 compounds, 0.42% hits. purified PMI enzyme, coupled fluorescence intensity; higher % means a stronger effect; in the data active = inhibition above about 50%;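 note: plate controls were DMSO vehicle for no effect and wells lacking substrate for full effect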
# T cell HTS – T cell immune modulation candidate; 2C CD8+ T cell-vesicle binding, flow cytometry; stronger effect = lower value; calls only at 7 µM; 330,000 compounds, 0.068% hits;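 active = response, share of CD8 T cells binding vesicles, and their 90th percentile fluorescence all below set limits, cut at about 80% in these data, passing the limit was not always enough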
#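 Material: murine 2C transgenic CD8+ T lymphocytes / Also added: QL9-peptide-loaded Drosophila micro-vesicles bearing Ld, ICAM-1 and B7-1 / Schedule: binding step 1.5 h, 37 °C, antibody labelling 20 min, ice / Signal: flow cytometry, PE anti-B7-1 (FL2) versus Alexa647 anti-CD8 (FL8), PFA-fixed / Evaluation: percent CD8+ FL2 mean versus row control / Benchmarks: naked versus QL9-loaded vesicles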
# b-catenin transl – modulators of beta-catenin nuclear translocation; HeLa beta-catenin nuclear translocation, immunofluorescence imaging; 190,000 compounds, 0.3% hits; nuclear translocation activity, % at 5 µM;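 active = nuclear translocation activity above 50% at 5 µM, with a well cell count of 50 or more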;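 note: per-cell ratio of nuclear to cytoplasmic median beta-catenin stain intensity; plate controls were DMSO negative control for no effect and GSK-3 inhibitor IX positive control for full effect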
#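 Test system: human HeLa cells, endogenous beta-catenin. Times: 24 h compound exposure, 37°C. Measured by: beta-catenin immunofluorescence imaging with DAPI.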
# Lipid droplet – modulators of hepatic lipid droplet formation. AML12 mouse hepatocytes, oleate lipid droplets, BODIPY imaging. inhibition, % at 6.5 µM. 240,000 compounds, 0.4% hits;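 active = lipid droplet intensity inhibited by at least 50%, with more than 500 cells counted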
#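 Assay system: AML12 mouse liver cells | Compound dosing: One dose, 6.5 µM compound | Read-out basis: Droplet intensity reduction, % inhibition | Measured by: Fluorescence imaging, 20x objective, two fields per well | Schedule: Overnight treatment with compound plus oleate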
# Ins promoter up – MIN6 insulin promoter up-regulation; 190,000 compounds, 0.3% hits; AID 1625; z-score at 5 µM; MIN6 insulin promoter-GFP reporter, high-content imaging; stronger effect = higher value;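 active = z-score above 3 at 5 µM with at least 500 cells counted in the well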
# Myeloid diff MLP – promotes myeloid progenitor differentiation | 360,000 compounds, 1% hits | calls only at 10 µM | ER-HoxA9 myeloid progenitors, lysozyme-GFP differentiation, flow cytometry | AID 624256;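 active = normalized GFP-positive differentiation at or above the plate's own cutoff, the solvent-only control mean plus 3 SD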;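 note: cells exposed to compound for four days before flow analysis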
# Dynein transport – blocks dynein driven cargo transport along microtubules; 3617.4 mouse cells, GR-EGFP nuclear translocation imaging; test concentration mostly 20 µM; stimulated with dexamethasone, 1 µM; stronger effect = lower value; 220,000 compounds, 0.47% hits; z-score, hits read low;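 active = plate z-score of nuclear minus cytoplasmic receptor signal below a set negative limit, without overly bright fluorescence or cell loss, cut at about -3.5 in these data, passing the limit was not always enough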;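 note: z-score of nuclear minus cytoplasmic ring GR-EGFP intensity difference per well; some compounds called inactive have numbers as strong as hits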
#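 Buffer or medium: tet-free, stripped-serum medium; Also added: dexamethasone, 1.0 µM final; Technique: high-content fluorescence imaging after fixation; Times: 48 h induction, 1 h compound, 30 min dex at 37 °C; Read-out: per-cell GR-EGFP intensity, nucleus versus surrounding cytoplasmic ring, well-averaged.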
# Dynein transport cytoplasmic EGFP – second read-out of Dynein transport, no call of its own (marks repeat the call); z-score; measured here: cytoplasmic GR-EGFP intensity; stronger effect = higher value
# Dynein transport nuclear GR-EGFP – further read-out of Dynein transport, marked with its call; z-score; measured here: nuclear GR-EGFP intensity;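 lower value marks the stronger effect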
# Dynein transport cell count – second read-out of Dynein transport, no call of its own (marks repeat the call); z-score; measured here: cell count per field
# Ins promoter up cell count – also measured in Ins promoter up; calls as there; cell count; measured here: cytotoxicity, nuclei count;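 total cells summed across four imaged fields per well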
# Lipid droplet cells 6.5 µM – further read-out of Lipid droplet, marked with its call; cell count; measured here: cell count, cytotoxicity flag;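 cells counted across two imaged fields per well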
# b-catenin transl cell count 5 µM – recorded beside b-catenin transl, whose call it bears; cell count; measured here: cell count, cytotoxicity flag
# T cell HTS vesicle-bound % – further read-out of T cell HTS, marked with its call; double positive events, %; measured here: CD8+ vesicle-bound cell fraction;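 binding gate set so that unloaded-vesicle control wells show 10% double positive cells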
# MT stabilize HCS Hoechst-high % – also measured in MT stabilize HCS; calls as there; % Hoechst-high responders; measured here: nuclear condensation Hoechst responders;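 share of cells brighter than vehicle mean plus two SD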
# MT stabilize HCS cytotoxicity % – second read-out of MT stabilize HCS, no call of its own (marks repeat the call); toxicity, %; measured here: cytotoxicity by cell density;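 0% = mean cell density of plate MIN control wells and 100% = no cells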
# Myeloid diff MLP GFP+ MAC1+ % – second read-out of Myeloid diff MLP, no call of its own (marks repeat the call); GFP+ MAC1+ double positive, %; measured here: differentiation confirmed by MAC1 staining
# The depositor's hits bear a star; i = inactive; . = no result given.
SMILES,MT stabilize HCS,MT stabilize HCS Hoechst-high %,MT stabilize HCS cytotoxicity %,TNAP activation fold,PMI inhibitors,T cell HTS,T cell HTS vesicle-bound %,b-catenin transl,b-catenin transl cell count 5 µM,Lipid droplet,Lipid droplet cells 6.5 µM,Ins promoter up,Ins promoter up cell count,Myeloid diff MLP,Myeloid diff MLP GFP+ MAC1+ %,Dynein transport,Dynein transport cytoplasmic EGFP,Dynein transport nuclear GR-EGFP,Dynein transport cell count
C=CCn1nc(-c2ccccc2)c2c(C)onc2c1=O,4.2,1.8,2.9,1.1,2.1%,i,13.0,-3.5,1035,4.0,554,0.33,1675,i,0.6,0.777,-0.256,0.602,-0.566
CC1CCN(c2nc3c(c(=O)n(C)c(=O)n3C)n2Cc2ccccc2)CC1,2.1,2.2,29.1,1,-20.2%,i,68.2,-0.2,1049,-0.7,689,-1.98,1156,i,3.6,-0.00286,-0.262,-0.0502,0.944
CCn1cc([N+](=O)[O-])c(C(=O)Nc2ccc3c(c2)OCCO3)n1,2.4,2.6,8.9,1.1,-5.5%,i,62.3,-2.1,1386,.,.,0.41,1545,i,6.6,-0.575,-0.21,0.203,0.0391
COc1ccc(CNCCC2(Cc3ccccc3)CC(C)N(C)CC2C)cc1OC (stereo not drawn),2.0,1.4,1.0,1.1,2.3%,i,0.6,-2.6,1059,-20.3,631,-0.34,1367,i,0.5,0.701,-0.237,0.624,-0.227
Cc1csc2c(=O)n3c(nc12)CCCCC3,5.0,2.9,9.5,1.1,8.6%,i,30.2,2.0,1155,0.1,738,-0.17,1311,i,5.7,-0.794,-0.147,-0.0287,0.0177
CCn1c(SCC(N)=O)nc2sc3c(c2c1=O)CCCC3,1.7,2.3,1.4,1.1,4.5%,i,39.8,-6.1,1237,12.3,809,-0.61,892,i,1.0,-0.531,-0.226,-0.0397,-0.00329
COc1ccccc1OCCSc1nnnn1-c1ccc(C)cc1,4.1,2.0,8.0,1.1,19.3%,i,30.6,.,.,.,.,0.15,848,i,2.3,-0.599,-0.169,-0.293,-0.0409
Cc1ccc(P(=O)(CC(=O)O)c2ccc(C)cc2)cc1,1.3,0.8,4.7,1.1,5.1%,i,50.7,-1.6,1167,5.3,797,1.07,1281,i,1.4,-0.528,-0.195,0.0375,0.272
CCCOc1ccc(C2C(C(=O)c3ccc(C)o3)=C(O)C(=O)N2Cc2cccnc2)cc1 (stereo not drawn),3.3,1.7,4.6,1.2,-5.6%,i,37.6,1.0,1120,.,.,-0.6,1246,.,.,0.76,0.224,0.357,-0.771
CC(C)NC(=O)CN(CCc1ccccc1)S(C)(=O)=O,5.0,3.5,9.7,1.2,3.3%,i,10.0,.,.,6.4,745,-1.06,1257,i,2.8,-0.695,0.15,-0.131,0.416
COc1ccc(-c2cccc(C(=O)NCC(=O)O)c2)cc1,2.7,2.1,8.5,1.1,4.9%,i,30.8,.,.,0.1,818,0.38,840,i,11.8,-0.146,-0.336,0.102,0.109
CCOc1ccc(NC(=O)CSc2nnnn2CC(=O)O)cc1,2.1,1.4,0.4,1,-21.5%,i,15.7,-1.6,1050,-3.7,722,.,.,i,0.5,-1.1,-0.271,-1.06,0.264

# Continued, overlapping the part above by 2 compounds.
SMILES,MT stabilize HCS,MT stabilize HCS Hoechst-high %,MT stabilize HCS cytotoxicity %,TNAP activation fold,PMI inhibitors,T cell HTS,T cell HTS vesicle-bound %,b-catenin transl,b-catenin transl cell count 5 µM,Lipid droplet,Lipid droplet cells 6.5 µM,Ins promoter up,Ins promoter up cell count,Myeloid diff MLP,Myeloid diff MLP GFP+ MAC1+ %,Dynein transport,Dynein transport cytoplasmic EGFP,Dynein transport nuclear GR-EGFP,Dynein transport cell count
COc1ccc(-c2cccc(C(=O)NCC(=O)O)c2)cc1,2.7,2.1,8.5,1.1,4.9%,i,30.8,.,.,0.1,818,0.38,840,i,11.8,-0.146,-0.336,0.102,0.109
CCOc1ccc(NC(=O)CSc2nnnn2CC(=O)O)cc1,2.1,1.4,0.4,1,-21.5%,i,15.7,-1.6,1050,-3.7,722,.,.,i,0.5,-1.1,-0.271,-1.06,0.264
COc1ccc2ccccc2c1CN1CCN(C(=O)c2ccccc2)CC1,3.6,1.9,1.2,1.1,2.1%,i,43.1,2.9,797,.,.,-1.66,1031,i,1.4,-1.01,-0.279,-0.274,0.22
COc1ccc(NC(=O)NCc2ccccn2)cc1,2.8,1.9,1.4,1.1,-5.5%,i,32.6,-1.2,1160,7.6,698,.,.,i,0.7,-0.497,-0.269,-0.457,0.489
COc1cccc(CNC(=O)c2ccc(CS(=O)(=O)Cc3ccc(C)cc3)o2)c1,2.1,1.6,5.3,1.1,-0.8%,i,26.1,0.6,1040,-4.4,778,0.02,1368,i,0.1,0.165,-0.279,0.0927,0.0401
COCCNC(=S)NN=C1CCC(c2ccccc2)CC1 (stereo not drawn),3.8,2.3,4.4,1.1,-54.9%,i,21.7,0.1,966,2.9,704,1.53,1163,i,0.3,-1.12,-0.319,-0.535,0.69
O=c1c2ccccc2c2ccccc2c(=O)n1CC1CCCO1 (stereo not drawn),0.5,1.3,10.4,1.1,-1.8%,i,46.1,-1.7,1211,.,.,0.53,1034,i,0.7,-0.624,-0.207,-0.445,0.43
COc1ccc(C(C(=O)NCC2CCCO2)N(C(=O)CNC(=O)c2cccs2)c2ccc(C)cc2)cc1OC (stereo not drawn),0.9,1.0,2.8,1.1,-11.1%,i,25.5,-0.6,1018,2.5,808,0,1385,i,0.5,-0.342,-0.25,0.235,-0.308
Cc1ccc(C)c(CSc2nnc([C@@H]3CCCN3)o2)c1,.,.,.,.,.,i,9.0,1.8,1219,3.7,713,0.22,1010,i,0.3,-0.646,-0.297,0.289,1.03
O=C(CCn1cnc2ncccc2c1=O)N1CCN(c2cccc(Cl)c2)CC1,.,.,.,.,.,i,22.6,-2.1,1204,-13.2,617,-0.46,1231,i,0.4,-0.448,-0.219,-0.233,0.488
CN(c1ccccc1)S(=O)(=O)c1cccc(NC(=O)COC(=O)C2CCCCC2)c1,.,.,.,.,.,i,6.3,-1.4,1376,-15.5,685,0.46,1070,i,0.7,-0.495,-0.0544,-0.207,0.712
Cc1c(Cl)c([N+](=O)[O-])nn1CC(=O)N1CCCc2ccccc21,3.7,2.1,0.0,1.2,3.0%,i,40.2,-0.8,1057,9.1,576,0.23,2346,i,0.1,-0.406,-0.31,-0.581,0.664
COCCn1c(SCc2nc3cc(OC)c(OC)cc3c(=O)[nH]2)nnc1-c1ccncc1,1.8,2.1,6.9,1.1,-2.2%,i,34.5,-1.6,960,.,.,-0.65,1500,i,0.8,-0.22,-0.214,0.721,0.464
CN(C)S(=O)(=O)c1cccc(C(=O)NC(=S)N(CCC#N)Cc2cccnc2)c1,1.4,1.3,7.7,1.1,-2.9%,i,26.2,0.3,1090,-5.7,749,0.77,1237,i,3.4,-1.22,-0.302,-0.513,1.27
CNC(=O)c1sc(Nc2cc(C)ccc2C)nc1C,7.3,1.6,6.4,1.1,-6.1%,i,34.0,-0.7,1124,-8.8,685,-0.32,1218,i,0.9,-0.646,-0.324,-0.0521,1.12
COc1cccc(/C=N/NC(=O)c2cc3c(OC)cccc3[nH]2)c1OC,8.5,4.4,0.1,1.1,22.7%,i,43.5,-1.6,1143,6.5,653,0,1397,i,1.0,-1.34,-0.237,-0.471,1.06
CCn1cc(/C=N\NC(=O)Cc2ccc([N+](=O)[O-])cc2)c(C)n1,2.5,2.8,7.3,1.1,-5.7%,i,51.3,.,.,-8.0,681,-0.3,1285,i,1.9,-0.596,0.121,-0.612,0.869
COc1ccc(/C=C(\C#N)C(=O)N2CCOCC2)cc1Br,3.3,1.9,4.4,1.1,9.6%,i,60.4,1.7,1291,.,.,-0.36,1661,i,0.4,0.0361,-0.161,-0.286,0.302
O=C(COc1ccccc1/C=C1\SC(=O)NC1=O)Nc1ccccc1,3.6,1.4,0.6,1.1,1.5%,i,42.5,-1.3,1104,0.3,744,-0.17,1260,i,0.7,0.00952,-0.12,-0.0432,0.931
O=C(Nc1ccc(S(=O)(=O)N2CCCC2)cc1)c1cccs1,3.5,2.5,7.7,1.1,-3.1%,i,20.5,0.2,979,-15.0,703,0.35,1436,i,0.4,-0.0607,-0.255,0.436,0.476
Cc1ccccc1SCCNC(=O)c1ccccc1Br,3.7,2.4,12.6,1.1,4.9%,i,59.8,3.4,926,-4.0,691,-0.65,1636,i,0.3,-0.267,-0.304,-0.0367,0.542
Cc1cc(C)c2c3c(sc2n1)C(=O)N(C)CC(=O)N3,1.7,1.6,12.5,1.1,-1.3%,i,22.8,-2.6,989,.,.,.,.,i,1.3,-0.204,-0.432,0.22,0.67
COc1ccc(OC)c(-n2nnnc2SCC(=O)NCc2ccc3c(c2)OCO3)c1,2.8,1.7,4.3,1.1,8.8%,i,38.4,-0.5,1094,-17.6,706,-0.83,1912,i,5.8,-0.839,-0.272,-0.208,0.97
Cn1ncc(C#N)c1NC(=O)C1CC(c2ccccc2Cl)=NO1 (stereo not drawn),.,.,.,.,.,i,38.4,0.5,1302,13.7,691,2.13,948,.,.,3.51,-0.185,2.91,-2.6
CC1=NN(c2ccccc2)C(=O)/C1=C\C=C1/N(C)c2ccccc2C1(C)C,4.8,3.4,11.5,0.6,15.5%,i,60.6,-1.9,1070,2.0,560,0.66,1426,i,0.1,0.0668,1.07,0.0735,-0.332
